AMA1-RON2 inh – AMA1-RON2 (P. falciparum) interaction inhibition | AlphaScreen AMA1-biotinylated RON2 peptide binding | Potency, µM (doses to about 58.2 µM), for inactives: top-dose activity change, negative = inhibition, usual class: inhibitors | 360,000 compounds, 0.2% hits | AID 720542;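 also: potency is read from the fitted curve at half-maximal effect; 0% = vehicle wells and -100% = peptide control; nearly all actives have a fitted effect of over 45% in size; some results filed as inactive show a strong effect at the top dose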
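AMA1 (3D7) with his tag at 25 nM final met compounds first, then biotinylated RON2 peptide at 25 nM; detection used donor plus acceptor beads, 10 µg/mL apiece, read by AlphaScreen after 30 min at room temperature.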
Tb PYK inh – inhibitors of Trypanosoma brucei pyruvate kinase. TbPYK enzyme, Kinase-Glo Plus ATP luminescence, 45 min. Potency, µM (highest dose often 76.8 µM), for inactives: at the highest dose activity, negative = inhibition, usual class: inhibitors. 410,000 compounds, 0.12% hits. AID 624173; also: potency is read from the fitted curve at half-maximal effect; nearly all actives have a fitted effect of over 50% in size
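Assay buffer: 50 mM TEA pH 7.2, 100 mM KCl, 10 mM MgCl2, 0.05% BSA, 0.01% Tween-20. Pyruvate kinase from T. brucei plus substrate met compound, then ADP (130 uM final). Luminescence was read post 45 min RT.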
AmpC no deterg – inhibitors of E. coli AmpC beta-lactamase without detergent. AmpC nitrocefin hydrolysis, absorbance 480 nm, 0.0001% Triton. P00811. Potency, µM (doses to about 57.1 µM), for the others: at the top dose activity change, negative = inhibition, actives largely listed as inhibitors. 330,000 compounds, 0.52% hits;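 also: potency is read from the fitted curve at half-maximal effect; plate controls were no compound for no effect and no enzyme for full effect; nearly all actives have a fitted effect of over 20% in size; some results filed as inactive show a strong effect at the top dose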
Target sequence (P00811 whole entry, looked up): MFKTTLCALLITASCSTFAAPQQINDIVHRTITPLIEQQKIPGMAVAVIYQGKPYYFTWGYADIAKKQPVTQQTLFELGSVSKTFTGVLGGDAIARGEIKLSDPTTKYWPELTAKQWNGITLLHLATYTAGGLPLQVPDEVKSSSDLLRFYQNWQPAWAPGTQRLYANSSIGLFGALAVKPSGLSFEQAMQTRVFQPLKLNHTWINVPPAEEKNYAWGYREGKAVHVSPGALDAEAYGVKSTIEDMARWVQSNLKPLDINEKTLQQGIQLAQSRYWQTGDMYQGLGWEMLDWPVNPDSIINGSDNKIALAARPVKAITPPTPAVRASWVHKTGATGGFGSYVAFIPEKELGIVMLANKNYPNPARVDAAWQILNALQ
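AmpC (5.3 nM in the dispensed reagent) in 20 mM phosphate pH 7.0 with 0.01% (detergent screen) or 0.0001% Triton X-100 was preincubated with compounds for 15 min at room temperature. Nitrocefin was then added from an 800 uM solution, and hydrolysis was followed at 480 nm.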
AmpC detergent – inhibitors of E. coli AmpC beta-lactamase with detergent; 370,000 compounds, 0.041% hits; AmpC hydrolysis of nitrocefin, absorbance 480 nm, 0.01% Triton; AID 485294; P00811; Potency, µM (series often up to 114 µM), without a hit: top-dose activity change, negative = inhibition, usual class: inhibitors;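 also: potency is read from the fitted curve at half-maximal effect; 0% = no-compound wells and -100% = no-enzyme wells; nearly all actives have a fitted effect of over 25% in size; some results filed as inactive show a strong effect at the top dose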
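AmpC (5.3 nM in the dispensed reagent) in 20 mM phosphate pH 7.0 with 0.01% (detergent screen) or 0.0001% Triton X-100 was preincubated with compounds for 15 min at room temperature. Nitrocefin was then added from an 800 uM solution, and hydrolysis was followed at 480 nm.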
HCMV inh – blocks human cytomegalovirus replication | HFF cells, HCMV-luciferase reporter, 72 h; active compounds read low | activity change, negative = inhibition, % at 57.5 µM | 410,000 compounds, 4.5% hits | AID 1259415; in the data active = activity change below about -60%; inconclusive = no clear call, values can overlap the other calls; inactive = above about -39%
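HFF cells seeded 16 h at 37C, treated with compounds, infected with luciferase-reporter HCMV at MOI 1 PFU/cell; luciferase read at 72 h post infection, normalized to buffer-only and Salinomycin controls.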
LmPK inh – blocks Leishmania mexicana pyruvate kinase activity. Q27686. 290,000 compounds, 0.37% hits. Potency, µM (highest dose often 57.5 µM), inactives show at the highest dose activity change, negative = inhibition, most hits filed as inhibitors. purified LmPK, Kinase-Glo ATP luminescence, 1 h; also: potency is read from the fitted curve at half-maximal effect
Target sequence (Q27686 whole entry, looked up): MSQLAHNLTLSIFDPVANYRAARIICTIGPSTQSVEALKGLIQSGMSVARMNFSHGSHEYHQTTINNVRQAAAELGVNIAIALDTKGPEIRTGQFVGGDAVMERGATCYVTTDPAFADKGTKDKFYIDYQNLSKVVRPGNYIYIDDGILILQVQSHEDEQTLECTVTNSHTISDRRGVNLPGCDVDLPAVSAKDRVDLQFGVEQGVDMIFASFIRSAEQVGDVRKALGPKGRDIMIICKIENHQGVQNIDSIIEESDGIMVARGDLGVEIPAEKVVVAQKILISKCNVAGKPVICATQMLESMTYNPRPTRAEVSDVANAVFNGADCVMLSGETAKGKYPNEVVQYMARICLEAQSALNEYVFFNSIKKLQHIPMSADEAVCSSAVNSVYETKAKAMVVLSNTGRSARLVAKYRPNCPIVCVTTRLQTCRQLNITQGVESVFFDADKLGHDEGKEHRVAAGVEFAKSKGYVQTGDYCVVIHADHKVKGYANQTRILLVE
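Purified LmPK (0.1 nM) converted ADP (0.1 mM) to ATP with PEP (0.5 mM) in imidazole buffer pH 7.2 with KCl and MgCl2, 1 h at room temperature. ATP was read by Kinase-Glo luminescence; data normalized to uninhibited and no-enzyme controls.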
HCV inh – blocks hepatitis C virus. Huh7.5.1 HCVcc-Cre infection, luciferase reporter, 44 h. Potency, µM (top dose mostly 41.8 µM), without a hit: at the top dose activity change, negative = inhibition, usual class: inhibitors. 340,000 compounds, 3.4% hits; also: potency is read from the fitted curve at half-maximal effect
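A cell-based infection assay in which seeded cells (1,000 per well) receive test compound after 4 h, are inoculated with HCVcc-Cre at approximately 0.5 moi, and are incubated 44 h before luminescence detection.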
The depositor's hits bear a star; ? = inconclusive; . = not tested or not shown; [ ] = another dose, or the depositor's remark. Unless noted, calls follow the shape of the dose curve; as a rule, active = well fitted curve in the direction sought with a large enough effect; inconclusive = small, poorly fitted or top-dose-only effect, or another doubt; inactive = no such curve, though single readings can be large; an effect the other way counts as inactive or inconclusive. Unless noted, % is scaled to controls: 0 for no effect and ±100 for the full control effect.

Second line of a record: AMA1-RON2 inh | Tb PYK inh | AmpC no deterg | AmpC detergent | HCMV inh | LmPK inh | HCV inh
Cc1cccc(-c2nc3ccccc3c(=O)n2NC(=O)/C=C/c2ccc([N+](=O)[O-])cc2)c1
 : 15% | -3% | 2% | -2% | ? | 3% | -8%
Cc1noc(/C=C/c2cccs2)c1S(=O)(=O)N1CCC(C(=O)Nc2ccc(F)c(Cl)c2)CC1
 : . | 1% | . | 4% | -73* | . | .
CN1C(=O)C2(NC(=O)c3ccccc3N2C)c2ccccc21 (stereo not drawn)
 : 11% | 7% | -10% | -12% | 89 | -1% | -9%
Cc1ccc(NC(=O)OCCNC(=O)OC(C)C)cc1
 : 6% | -1% | -3% | 0% | -2 | 0% | 6%
COc1ccc(-c2[nH]c3c(c2-c2c(-n4cccc4)n(C)c(=O)[nH]c2=O)c(=O)[nH]c(=O)n3C)cc1F
 : . | -15% | . | 13% | 51 | . | .
COc1ccc(NC(=O)c2ccc3nc(CCc4ccccc4)oc3c2)cc1
 : . | -6% | . | 16% | 35 | . | .
COc1ccc2c3c(cccc13)C(=O)CC2
 : 14% | -17% | -17% | 0% | -71* | 4% | -9%
Cc1c(C=O)c2ccccc2n1Cc1ccccc1F
 : 11% | 3% | -5% | -5% | -21 | 6% | 7%
O=C(N/N=C/c1cc([N+](=O)[O-])ccc1O)c1c[nH]c2ccccc12
 : 136%[activator] | 7% | -44% | -3% | 2 | 4% | -17%
Nn1c(CSc2ccccn2)nc2ccccc2c1=O
 : -1% | -11% | -19% | 5% | 7 | 2% | 3%
Cc1cc(NC(=O)C(C)C)ncc1NC(=O)c1ccccn1
 : 16% | -13% | -4% | 0% | 2 | -10% | 7%
CC(C)N(C)c1ncnc2c1ncn2[C@H]1CN(C2CCCC2)C[C@@H](CO)O1
 : 8% | 6% | . | . | -13 | . | .
CN(C)S(=O)(=O)c1cccc(NC(=O)COc2ccc3ccccc3c2)c1
 : -5% | 0% | -17% | -3% | -20 | . | 22µM*
COc1ccc(CN2C(=O)NC(=O)/C(=C\c3ccc(OC)c(OC)c3OC)C2=O)cc1
 : -8% | ? | -22% | ? | 5 | 4% | 4%
Cc1ccc(-n2c(-c3ccccc3)n[nH]c2=S)c(C)c1
 : 79%[activator] | 11µM* | -19% | ? | -17 | -1% | 17%
Nc1ncnc2c1ncn2[C@@H]1O[C@H](CNC(=O)[C@@H](N)Cc2ccccc2)[C@@H](O)[C@H]1O
 : 12% | 0% | -23% | . | -20 | . | 0%
CCS(=O)(=O)N1CC(=O)N(c2ccc(C)c(C)c2)C(C)(C(=O)NC2CCCCCC2)C1 (stereo not drawn)
 : . | 6%[15.4 µM] | . | 19% | 0 | . | .
CC(=O)c1ccc(NC(=O)C2CCCN2S(=O)(=O)c2ccc(F)cc2)cc1 (stereo not drawn)
 : 2% | -5% | -4% | -1% | 11 | -2% | 0%
COc1ccc(N2C(=O)c3ccc(NC(C)=O)cc3C2=O)cc1
 : -8% | -2% | 1% | -9% | 23 | -2% | 9%
CCCC(=O)Nc1ccc2c(c1)nc(CN1CCN(C(C)=O)CC1)n2C
 : -4% | -3% | -37% | -13% | 4 | -2% | 11%
C/C(=N\NC(=O)c1ccn(C)n1)c1ccc(NC(=O)C2CCCC2)cc1
 : 14% | 1% | -14% | -1% | -36 | 2% | 10%
CCc1cnc(Nc2nc(C(N)Cc3ccc(Cl)cc3)cs2)nc1 (stereo not drawn)
 : 61%[activator] | 2% | . | . | -19 | . | .
Cc1cccc(Nc2sc(C(=O)c3ccc(Cl)cc3)c(N)c2C(N)=O)c1
 : . | -3% | . | -4% | 17 | . | .
COc1ccc(-c2noc(CN3CCN(c4cccc(Cl)c4)CC3)n2)cc1
 : . | 1% | . | 11% | 2 | . | .
O=S1(=O)CCC(NC(=S)N2CCCCC2)C1 (stereo not drawn)
 : 10% | 2% | -15% | -12% | -29 | 1% | 19%
FC(F)Sc1ccc(N=C2NN=C(c3ccc4c(c3)OCCO4)CS2)cc1
 : 18% | . | -29% | -2% | 2 | -1% | 10µM*
Cc1ccccc1C(=O)NNC(=O)C12CC3CC(CC(C3)C1)C2
 : 11% | 2% | -4% | 1% | -24 | 2% | 12%
Cc1ccc(NC(=O)C(C)Sc2nc(=O)cc(N)n2-c2cccc(C)c2)cc1 (stereo not drawn)
 : . | 9% | . | -8% | -16 | . | .
Oc1ccccc1C=NN=C1c2ccccc2-c2ccccc21
 : -21% | -7% | . | . | 45 | . | 8.9µM*
COc1ccc(-n2nc3cc(C)c(NC(=O)c4cccnc4)cc3n2)cc1
 : 0% | -7% | -13% | -10% | -3 | -2% | -11%

Complete entries, quoted from the list. Order of values: AMA1-RON2 inh	Tb PYK inh	AmpC no deterg	AmpC detergent	HCMV inh	LmPK inh	HCV inh
Shown for Nn1c(CSc2ccccn2)nc2ccccc2c1=O : -1%	-11%	-19%	5%	7	2%	3%
Shown for COc1ccc(-c2noc(CN3CCN(c4cccc(Cl)c4)CC3)n2)cc1 : .	1%	.	11%	2	.	.
Shown for Cc1ccc(-n2c(-c3ccccc3)n[nH]c2=S)c(C)c1 : 79%[activator]	11µM*	-19%	?	-17	-1%	17%
Shown for Cc1noc(/C=C/c2cccs2)c1S(=O)(=O)N1CCC(C(=O)Nc2ccc(F)c(Cl)c2)CC1 : .	1%	.	4%	-73*	.	.

Ordered by SMILES length (highest first): some entries from above.
Second line of a record: AMA1-RON2 inh | Tb PYK inh | AmpC no deterg | AmpC detergent | HCMV inh | LmPK inh | HCV inh
Cc1ccc(NC(=O)OCCNC(=O)OC(C)C)cc1
 : 6% | -1% | -3% | 0% | -2 | 0% | 6%
Nn1c(CSc2ccccn2)nc2ccccc2c1=O
 : -1% | -11% | -19% | 5% | 7 | 2% | 3%
COc1ccc2c3c(cccc13)C(=O)CC2
 : 14% | -17% | -17% | 0% | -71* | 4% | -9%

(cont.)
Second line of a record: AMA1-RON2 inh | Tb PYK inh | AmpC no deterg | AmpC detergent | HCMV inh | LmPK inh | HCV inh
COc1ccc(-n2c(Cc3cc(=O)[nH]c(=O)[nH]3)nnc2SCC(=O)N2CCC(C)CC2)cc1
 : 4% | -5% | 0% | ? | -7 | 0% | 6%
COc1ccc(CNc2nc(-c3cccnc3)nn2C(=O)C(C)C)cc1
 : -14% | -5% | 3% | ? | -16 | -3% | -9%
CC(=O)c1cc2c(O)c(O)ccc2o1
 : 29% | -4% | -17% | -1% | 19 | -4% | -27%
O=C(CN1CCCCC1)Nc1ccccc1C(=O)NC1CC1
 : 5% | -3% | 4% | -6% | -28 | . | -21%
COc1cccc(/C=N/NC(=O)CNC(=O)c2ccc(S(=O)(=O)N3CCOCC3)cc2)c1OC
 : -13% | -6% | 9% | -16% | -22 | 0% | -1%
O=C(NCCCl)Nc1ccccc1NS(=O)(=O)c1cccs1
 : -2% | -3% | -1% | . | -2 | . | 10%
C=CCn1c(SCc2nc3sc4c(c3c(=O)[nH]2)CCCC4)nc2ccccc2c1=O
 : 0% | 6% | -34% | ? | -27 | -5% | -17%
Cc1ccc(CN(Cc2ccco2)C(=O)c2cccc(C)c2)cc1
 : . | 1% | . | 12% | 1 | . | .
CCCc1cc(=O)[nH]c(SCC(=O)N2CCc3ccccc32)n1
 : 2% | 0% | -12% | . | 0 | . | -15%
COCCNC(=O)c1c[nH]c2ccc(S(=O)(=O)N(C)c3ccc(C)c(C)c3)cc2c1=O
 : 3% | -5% | 123%[activator] | 2% | -32 | 0% | -12%
Cc1cc(C)c(S(=O)(=O)Nc2ccc[nH]c2=O)c(C)c1
 : 0% | -14% | -10% | 0% | -5 | 5% | -7%
O=C(C[n+]1ccc(/C=N/O)cc1)NCc1ccccc1
 : -8% | 0% | -4% | 0% | 7 | 5% | 13%
NS(=O)(=O)c1cccc(-n2cnnn2)c1
 : -18% | 6% | -8% | 8% | -18 | -10% | 8%
Cc1cc(C)n(CCc2nc(-c3ccc(F)cc3)cs2)n1
 : 20% | 3% | 23% | 8% | -31 | -5% | ?
COc1ccc(N2CCN(CCCNC(=O)c3ccc(CS(=O)(=O)c4ccc(OC)cc4)o3)CC2)cc1
 : -13% | -5% | 104%[activator] | -4% | ? | 8% | ?
Nc1nnnn1/N=C/c1ccc(O)cc1
 : -10% | -8% | -9% | -1% | 75 | 16µM* | 15%
CCN1C(=O)C2(C(C#N)=C(N)Oc3n[nH]c(-c4ccccc4)c32)c2ccccc21 (stereo not drawn)
 : -4% | -6% | -9% | -5% | -8 | 7% | -4%
O=C(Nc1ccc(F)cc1F)N1CCN(CCc2ccccc2)CC1
 : 3% | 5% | 0% | 5% | -18 | -3% | -11%
CN(C)S(=O)(=O)c1cccc(-c2cn3ccccc3n2)c1
 : 2% | -8% | -4% | 2% | 26 | 3% | 12%
COc1ccc(-n2c(O)c(C(C)=NC3CC3)c(=O)[nH]c2=O)cc1
 : 1% | -5% | -31% | -3% | -17 | 0% | 0%
Cc1ccc(CCNC(=O)c2ccc3nc4ccccc4c(=O)n3c2)cc1
 : 5% | -1% | -22% | -4% | ? | -1% | -11%
COc1ccc(/C=C2\CCn3c2nc2cc(C(=O)O)ccc2c3=O)cc1OC
 : 5% | 0% | -24% | 8% | -35 | 18% | -6%
COc1cccc(C(=O)Nc2ccc(-n3nncc3-c3ccccc3)cc2)c1
 : . | 3%[15.4 µM] | . | -3% | ? | . | .
O=C(N/N=C/c1cccc(NC(=O)c2ccc(Cl)cc2)c1)c1ccc(O)cc1
 : 7% | -1% | -51% | ? | 27 | -3% | ?

Two compounds drawn at random from the list so far, as already listed:
Second line of a record: AMA1-RON2 inh | Tb PYK inh | AmpC no deterg | AmpC detergent | HCMV inh | LmPK inh | HCV inh
CC(=O)c1cc2c(O)c(O)ccc2o1
 : 29% | -4% | -17% | -1% | 19 | -4% | -27%
O=C(C[n+]1ccc(/C=N/O)cc1)NCc1ccccc1
 : -8% | 0% | -4% | 0% | 7 | 5% | 13%

Assay outcomes as filed in PubChem.

The order is random; 7.5% or so of the library scored in one or more.
